CRE Fsk mod – CRE-bla signaling modulation under forskolin stimulation; 2.5% of 71,000 active; CHO CRE-bla reporter (cAMP response element driving beta-lactamase), forskolin EC10, beta-lactamase ratio; Potency, µM (titrated, usually from 38.2 µM), for inactives: top-dose activity change, negative = inhibition, most hits filed as activators; AID 662; active = well fitted activation curve with a large enough effect in the signal ratio, with a control signal flat, not every such curve was filed as active; inconclusive = small, poorly fitted or top-dose-only effect, or effect the other way, or a change in a side signal; the % refers to the signal ratio; also: potency is read from the fitted curve at half-maximal effect; % of control where 0% means no effect
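Modulation of forskolin-driven signalling is measured in CHO cells carrying a CRE-controlled beta-lactamase reporter. Cells are stimulated with EC10 NKH 477 in the presence of titrated compound for 3 h at 37 °C, then loaded with CCF4 for 2 h at room temperature.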
4-MU autofl – compounds fluorescent in 4-MU spectral region; compound autofluorescence, 340/450 nm, 4-MU equivalents; active compounds read high; 11% of 59,000 active; max dye-equivalent concentration, M; AID 589; in the data active = max dye-equivalent concentration above about 10 nM; inconclusive = mostly about 1.1 nM to 9.6 nM
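Compounds in 100 mM Tris, pH 8.0, sat 15 min at room temperature before fluorescence was read at 340 nm excitation/450 nm emission; a per-plate six-point 4-MU standard curve converted signals to dye-equivalent concentration at each compound concentration.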
Fluorescein fluor – compound autofluorescence in fluorescein spectral region; Compound autofluorescence, 480/540 nm, fluorescein-equivalent; active compounds read high; max fluorescein-equivalent concentration, M; 0.91% of 59,000 active; AID 593; in the data active = max fluorescein-equivalent concentration above about 10 nM; inconclusive = between about 1.1 nM and that limit
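Normalized response (dye-equivalent concentration) derives from comparing each well's 540 nm emission, under 480 nm excitation, with plate-resident fluorescein standards. Compounds were held in 100 mM Tris, pH 8.0, for 15 min at room temperature.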
UbGFP stabilizer – proteasome inhibitors stabilizing ubiquitin-GFP reporter | 67,000 tested, under 10 active | Ubiquitin-GFP reporter cells, proteasome inhibition, GFP fluorescence; response scale: untreated = 0%, 10 µM MG-132 = 100% | AID 526 | Potency, µM (highest dose often 45.9 µM), for the others: at the highest dose activation (GFP accumulation), hits mostly activators; active = well fitted activation curve with a large enough effect, not every such curve was filed as active; inconclusive = small, poorly fitted or top-dose-only effect, or another doubt; inactive = no such curve, though single readings can be large or run the other way; also: potency is read from the fitted curve at half-maximal effect
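Proteasome blockade was scored as a rise in GFP-expressing U2OS cells carrying a ubiquitin(G76V)-GFP construct, imaged after 4 hr compound treatment at 37 °C across a 46 uM–2.9 nM series.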
HBB splicing – alters splicing of the hemoglobin beta chain | HBB splicing reporter cell assay, activation; EGFP reporter with mutant IVS2-654 intron; response scale: normalised to 500 nM splice-correcting PNA | Potency, µM (top dose mostly 46.1 µM), without a hit: top-dose activation, most hits filed as activators | 0.06% of 65,000 active; also: potency is read from the fitted curve at half-maximal effect; 0% is about no effect
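Compounds were applied for 2 days to HeLa EGFP-654 cells, 500/well in Optimem with 2% FCS. The reporter's EGFP is disrupted by mis-splicing of beta-globin intron IVS2-654. Readout: summed well GFP fluorescence from 488 nm laser scanning; reference was 500 nM antisense […] 654 PNA.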
ERK AVP inh – inhibitors of vasopressin-stimulated ERK signaling pathway; HEK293-V1b, vasopressin-stimulated pERK AlphaScreen; AID 995; Potency, µM (doses to about 57.5 µM), without a hit: top-dose activity, negative = inhibition, hits mostly inhibitors; 0.99% of 72,000 active; also: potency is read from the fitted curve at half-maximal effect; % is scaled to controls: 0 for no effect and ±100 for the full control effect; nearly all actives have a fitted effect of over 55% in size
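Overnight-seeded V1b-HEK293 cells in 1% FBS got compound, then vasopressin (25 nM final, 5 min, 37C), then lysis buffer. AlphaScreen detection of phospho-ERK; activity normalized to basal and full-stimulation controls.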
TexasRed autofl – compound fluoresces in the Texas Red spectral region. 0.06% of 59,000 active. max dye-equivalent concentration, M. Compound fluorescence, Texas Red channel, 547/618 nm; active compounds read high; in the data active = max dye-equivalent concentration above about 10 nM; inconclusive = between about 1.1 nM and that limit
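Texas Red-region profiling: compounds in 100 mM Tris pH 8.0 were read at 547/618 nm after 15 min at room temperature. Intensities were normalized against a six-point Texas Red standard series to give dye-equivalent concentration.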
Epigenetic mod – derepresses silenced GFP locus in mouse C127i cells; AID 597; Potency, µM (titrated, usually from 46.1 µM), inactives show at the top dose GFP derepression (activation); 0.09% of 68,000 active; mouse C127i GFP locus derepression, cytometry, 30 h; also: % of control where 0% means no effect
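Derepression screen: silenced CMV-GFP reporter in murine C127i cells, 30 h compound incubation at 37 C, washed cells imaged by laser-scanning cytometer to enumerate GFP-expressing objects of 20 to 120 um.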
Hsp90 Hop PPI – changes Hsp90-Hop TPR2A binding signal, up or down; AlphaScreen TPR2A-His6 binding biotin-Hsp90 C-terminal peptide; Potency, µM (highest dose often 57 µM), without a hit: top-dose activity change, negative = inhibition; 0.44% of 71,000 active; active = well fitted curve in either direction with a large enough effect; inconclusive = small, poorly fitted or top-dose-only effect, or another doubt; also: potency is read from the fitted curve at half-maximal effect; % is scaled to controls: 0 for no effect and ±100 for the full control effect; many of its hits are not listed in these tables
A350 fluor – compounds fluorescent in Alexa 350 spectral region | Compound autofluorescence, 340/450 nm, Alexa 350 dye-equivalents; active compounds read high | max dye-equivalent concentration, M | 11% of 59,000 active | AID 590; in the data active = max dye-equivalent concentration above about 10 nM; inconclusive = mostly about 1.1 nM to 9.6 nM
Luciferase inh – firefly luciferase inhibition | purified firefly luciferase, luminescence, 8 min | Potency, µM (series often up to 57.1 µM), for inactives: at the top dose activity change, negative = inhibition, most hits filed as inhibitors | P08659 | 2.2% of 72,000 active | AID 411; also: potency is read from the fitted curve at half-maximal effect; % is scaled to controls: 0 for no effect and ±100 for the full control effect; nearly all actives have a fitted effect of over 40% in size
Target sequence (P08659 whole entry, looked up): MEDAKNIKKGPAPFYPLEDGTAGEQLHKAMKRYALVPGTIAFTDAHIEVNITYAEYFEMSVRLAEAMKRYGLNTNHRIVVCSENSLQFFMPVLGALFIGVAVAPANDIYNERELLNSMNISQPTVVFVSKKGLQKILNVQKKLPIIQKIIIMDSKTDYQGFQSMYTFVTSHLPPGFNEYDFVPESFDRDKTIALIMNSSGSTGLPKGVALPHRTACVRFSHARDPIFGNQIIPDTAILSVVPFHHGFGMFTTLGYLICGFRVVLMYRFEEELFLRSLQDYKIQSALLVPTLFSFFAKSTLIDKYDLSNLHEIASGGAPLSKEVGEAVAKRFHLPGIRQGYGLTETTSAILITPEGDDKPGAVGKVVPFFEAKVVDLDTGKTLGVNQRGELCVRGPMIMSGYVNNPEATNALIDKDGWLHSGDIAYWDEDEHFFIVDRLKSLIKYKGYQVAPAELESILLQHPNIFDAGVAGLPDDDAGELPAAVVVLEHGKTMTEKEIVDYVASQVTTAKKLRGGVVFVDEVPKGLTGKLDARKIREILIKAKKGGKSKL
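Substrate buffer containing 10 uM ATP (pH 7.2 imidazole, Mg2+, KCl, detergent, BSA) is dispensed, compound pinned in, then luciferase/luciferin detector mix added. After 8 min at ambient temperature, light output is measured.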
An asterisk follows results filed as active; i = inactive; ? = inconclusive; . = no result given; [ ] = dose if it differs, or a comment. Unless noted, calls follow the shape of the dose curve; as a rule, active = well fitted curve in the direction sought with a large enough effect; inconclusive = small, poorly fitted or top-dose-only effect, or another doubt; inactive = no such curve, though single readings can be large; an effect the other way counts as inactive or inconclusive. Not all compounds are listed. The share of hits here may be higher or lower than overall.

SMILES	CRE Fsk mod	4-MU autofl	Fluorescein fluor	UbGFP stabilizer	HBB splicing	ERK AVP inh	TexasRed autofl	Epigenetic mod	Hsp90 Hop PPI	A350 fluor	Luciferase inh
Cn1c(=O)c(C(=O)CSc2nncs2)c(N)n(Cc2ccccc2)c1=O	5%	i	i	-1%	-0.1%[57.5 µM]	8%	?	-1%	-4%	i	6%
CC1CCC(NC(=O)Cn2c(=O)[nH]c3ccsc3c2=O)CC1 (stereo unspecified)	?	?	i	0%	2.0%	3%	i	0%	0%	?	-1%
O=C(N1CCOCC1)N1CCN(c2nc(-c3ccc(F)cc3)cs2)CC1	?	i	i	-4%	-2.3%	0%	?	1%	-6%	i	16µM*
CC(C)CCn1c(Sc2nc3ccccc3s2)nc2c1c(=O)[nH]c(=O)n2C	10µM*	i	i	-1%	.	-19%	i	3%	-2%	i	-1%
COc1ccc(-c2nnc(SCC(=O)c3cccs3)o2)cc1	-17%	i	i	-1%	0.0%[57.5 µM]	-13%	i	-1%	-4%	i	?
CC1CN(C(=O)C2CCCN2S(=O)(=O)c2ccc(Cl)cc2)CC(C)O1 (stereo unspecified)	-8%	i	i	2%	-0.1%	-1%	?	0%	-2%	i	-35%
Cc1ccc(S(=O)(=O)n2nc(-c3cccnc3)nc2N)cc1	4%	i	i	-1%	1.0%	1%	i	-2%	1%	i	0%
Cn1nnnc1SCCNC/C=C/c1ccccc1	5%	i	?	1%	4.3%[1.84 µM]	1%	i	0%	3%	i	2%
CCOC(=O)c1[nH]c(=O)[nH]c1CSc1ccccn1	2%	i	i	-3%	.	27%	i	1%	3%	i	0%
CCc1cccc(NC(=O)Cn2ncn3c(cc4ccccc43)c2=O)c1	-17%	i	?	-22%	-0.4%	23%	i	0%	4%	i	1%
O=C(O)c1ccccc1-c1nc2ccccc2c(=O)[nH]1	5%	i	i	-1%	-1.3%	-8%	?	-1%	2%	i	2%
c1coc(-c2nnc(-c3ccc4c(c3)OCO4)o2)c1	6%	.	.	9%	3.1%	-7%	.	2%	-7%	.	10µM*
COC(=O)c1ccccc1NC(=O)C1CCN(S(=O)(=O)c2cc(OC)ccc2OC)CC1	14%	i	i	3%	2.7%	-9%	i	2%	-4%	i	-1%
Cn1c(=O)[nH]c(=O)c2c1nc(CN1CCOCC1)n2CCc1ccccc1	-16%	i	i	-14%	-1.3%	10%	i	7%	-1%	i	-2%
OCc1nnn(-c2cccc(C(F)(F)F)c2)c1CO	-6%	i	i	-8%	-1.3%	1%	i	-1%	0%	i	3%
C=CCn1c(NC(=O)c2ccccc2)c(C#N)c2nc3ccccc3nc21	?	1.6e-07M*	?	-3%	25µM*	?	?	9%	7%	1.7e-07M*	-1%
O=C(c1ccc(COc2ccc(Cl)cc2)o1)N1CCN(Cc2ccc3c(c2)OCO3)CC1	-18%	i	?	3%	0.9%	?	?	-2%	-9%	i	0%
Cc1cc(C)n(-c2cccc3cccnc23)n1	-3%	i	i	3%	-0.5%	8%	i	0%	-1%	i	-1%
CC(=O)c1c(C)nc(-c2ccc(Cl)cc2)nc1N=CN(C)C	6%	i	?	-1%	0.0%	-26%	i	0%	1%	i	-5%
CC1(C)CC2(CCCN3C(=O)CSC32)CCS1 (stereo unspecified)	14%	i	i	19%	1.4%[1.84 µM]	-8%	?	2%	-2%	i	1%
Cc1cccc(N2C(=O)N(c3ccccc3C)C3CS(=O)(=O)CC32)c1 (stereo unspecified)	-11%	i	i	7%	0.8%	4%	i	0%	-2%	i	-1%
Cc1cc(C)cc(N(CC(=O)N2CCC(C)CC2)S(C)(=O)=O)c1	?	i	i	2%	-1.5%	8%	i	11%	-4%	i	0%
CCOC(=O)Nc1ccccc1C(=O)N1CCOCC1	1%	.	.	9%	0.8%	-14%	.	-2%	-2%	.	-1%
COc1ccc(-n2c3c(cc(C(=O)N4CCCCC4)c2=O)C(=O)CC(C)(C)C3)cc1	-1%	i	?	-7%	-1.1%	-1%	i	-6%	-5%	i	1%
CC(C)NC(=O)N1CCOCCOCCN(C(=O)NC(C)C)CCOCCOCC1	.	i	i	.	.	.	?	-3%[20.6 µM]	.	i	0%[25.5 µM]
O=c1c(-c2cc(F)cc(F)c2)nc2cnc(N3CCNCC3)nc2n1Cc1cccs1	?	?	i	9%	-0.4%	-2%	i	-4%[9.22 µM]	1%	?	1%[11.4 µM]
COc1ccc(N(CC(=O)NC(C)(C)C)C(=O)c2ccco2)cc1	-5%	i	?	5%	-0.3%[57.5 µM]	3%	i	-2%	-3%	i	-3%
Cc1cc(S(=O)(=O)N(Cc2ccccc2)Cc2ccc(N(C)C)cc2)ccc1-n1cnnn1	?	i	i	-4%	.	-23%	i	4%	?	i	-1%
COc1ccc(N=Cc2c(O)[nH]c3ccccc23)cc1OC	?	?	i	5%	-0.7%	13%	i	4%	-7%	?	16µM*
COC(=O)CN(c1nc(C)cc(OC)n1)S(=O)(=O)c1ccccc1	.	i	?	.	.	.	i	8%[20.6 µM]	.	i	0%[25.5 µM]
CCOP(=O)(c1c(F)c(F)c(F)c(F)c1F)C1(O)CCCCC1 (stereo unspecified)	?	i	?	7%	0.4%[57.5 µM]	-15%	?	2%	-1%	i	3%
Cc1noc(/C=C/N(C)C)c1S(=O)(=O)N1CCCC(C(=O)NC2CCCCC2)C1 (stereo unspecified)	-8%	.	.	3%	0.0%	-14%	.	2%	-7%	.	-4%
CCOC(=O)c1oc2ccccc2c1NC(=O)Cc1cccs1	?	i	i	-3%	-2.2%	-1%	i	0%	9%	?	-1%
CCOC(=O)NCCc1ccc(OC)cc1	?	.	.	-14%[9.17 µM]	-2.0%[0.0738 µM]	-22%	.	2%	-6%[11 µM]	.	2%
Cc1ccc(NC(=O)CC2Oc3ccc(C)cc3NC2=O)cc1 (stereo unspecified)	7%	.	.	3%	0.0%	-16%	.	5%	0%	.	0%
O=C(c1ccc2c(c1)N(Cc1ccc(F)cc1)C(=O)CS2)N1CCOCC1	?	i	?	6%	1.7%[1.84 µM]	5%	i	?	-1%	i	0%
c1ccc(-c2noc(CN3CCN(C(c4ccccc4)c4ccccc4)CC3)n2)cc1	4%	i	?	1%	1.3%	-4%	i	2%	2%	i	0%
COc1cc(-c2nnc(COc3ccc4ccccc4c3)o2)cc(OC)c1OC	0.13µM*	.	.	?	0.0%[0.0738 µM]	?	.	?	5%[11 µM]	.	1%
Cc1nc2ccccc2c(=O)n1CCCO	4%	.	.	-1%	0.7%	2%	.	3%	-1%	.	3%
CN1CCN(c2ccnc(-c3ccoc3)n2)CC1	-4%	i	i	-8%	1.4%	-11%	i	-3%[9.22 µM]	-14%	i	-3%[2.29 µM]
CCOC(=O)N1CCC(NC(=O)CS(=O)(=O)Cc2nc(-c3ccccc3C)oc2C)CC1	12%	.	.	0%	-0.3%	-27%	.	2%	-2%	.	2%
Cc1cc(C)cc(NC(=O)C2CCCN(S(=O)(=O)c3cnc[nH]3)C2)c1 (stereo unspecified)	-5%	.	.	3%	0.6%	5%	.	0%	0%	.	0%
COc1cccc(Cn2c(=O)c(-c3cccc(F)c3)nc3cncnc32)c1	?	i	?	10%	1.1%	?	i	0%[9.22 µM]	-14%	i	-1%[11.4 µM]
Nc1c(N2CCOCC2)cc(Cl)c2nonc12	17%	i	i	2%	-1.8%[57.5 µM]	-14%	i	4%	-9%	i	1%
CCC(C)Cn1c(C)nc2ccccc21 (stereo unspecified)	0%	i	i	-1%	-0.9%	-14%	i	-3%	-7%	i	0%
c1ccc2c(c1)OCC(c1csc3ncnc(N4CCOCC4)c13)O2 (stereo unspecified)	?	.	.	2%[9.17 µM]	3.2%[0.0738 µM]	22%	.	2%	?	.	0%
CC(C)N(Cc1nc2ccccc2[nH]1)C(C)C	-5%	.	.	-3%	0.1%	-15%	.	.	-5%[2.3 µM]	.	2%
O=C(NCc1cccnc1)C1CCN(S(=O)(=O)N2CCOCC2)CC1	1%	i	?	-6%	-1.9%[57.5 µM]	16%	i	2%	-3%	i	3%
CCOC(=O)C1C(=O)Oc2ccc3ccccc3c2C1C1CCOC1=O (stereo unspecified)	-10%	.	.	7%	0.1%	-11%	.	.	-2%[2.3 µM]	.	1%
O=C(NCc1ccccn1)Nc1ccc2c(c1)OCO2	-7%	i	?	5%	2.1%	2%	?	0%	-10%	i	-13%
COc1ccc(CNS(=O)(=O)c2ccc(S(=O)(=O)N3CCCCC3)cc2)cc1	1%	i	?	-1%	.	10%	i	1%	-1%	i	0%
